Shn3 3UTR inh = reduction of Shn3 3'UTR firefly luciferase signal, primary screen, Schnurri-3 inhibitor project, cell-based, Clone20 osteoblasts, set 2; AID 588674, 2011; actives 0.52% (n = 360,000); inhibition, % at 12.5 µM; Clone20 osteoblast Shn3 3'UTR firefly luciferase, 24 h;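 active = mean inhibition of at least 75% with every replicate also reaching 75%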;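 note: 0% = median of neutral control wells and 100% = pilot-screen positive control compound; some compounds past the cut are filed as inactive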
Peg3 prom inh = Peg3 promoter-driven luciferase inhibitors, primary screen, cell-based, HeLa, luciferase luminescence | HeLa PEG-Prom luciferase reporter, overnight | actives 1.7% (n = 360,000) | AID 588405, 2011 | inhibition, % at 20 µM;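 active = inhibition of at least 50% at 20 µM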
KKLEB tox = cytotoxicity in KKLEB CF airway cells, primary screen, cytotoxicity control for CF NF-kB inhibitor project, cell-based, uHTS, fluorescence assay plates; KKLEB CF airway cells viability, ATPlite luminescence, overnight; stronger effect = lower value; cells stimulated with P. aeruginosa culture filtrate; activity change (cytotoxicity), % at 5 µM; actives 0.36% (n = 360,000); AID 602141, 2011;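 active = corrected activity change at or below -50% at 5 µM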
CF NFkB block = inhibitors of PAF-induced NF-kB signaling, primary screen, cell-based, GFP fluorescence, uHTS; inhibition, % at 5 µM; actives 0.86% (n = 360,000); KKLEB NF-kB-GFP reporter, GFP fluorescence overnight;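 active = at least 50% inhibition at 5 µM, scaled per plate between neutral and stimulator controls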;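 note: PAF is a Pseudomonas aeruginosa culture filtrate used as stimulus; plate controls were PAF-stimulated DMSO wells for no effect and unstimulated DMSO wells for full effect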
NR2E3 ag-1 = NR2E3 agonists in two-hybrid cells, primary screen, cell-based, luminescence, CHO-S, Gal4-NCOR/VP16-NR2E3; AID 602229, 2012; actives 0.35% (n = 360,000); luciferase; Photoreceptor-specific nuclear receptor (Homo sapiens), Q9Y5X4; inhibition of corepressor binding, % at 3.98 µM;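 active = inhibition above the mean of all tested compounds plus 3 SD, cut at about 70% in these data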;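 note: 0% = DMSO with NR2E3 transfected cells and 100% = cells lacking NR2E3 construct; higher means lower luciferase signal from less NR2E3 corepressor binding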
Target sequence (Q9Y5X4 whole entry, looked up, the tested form may be a part): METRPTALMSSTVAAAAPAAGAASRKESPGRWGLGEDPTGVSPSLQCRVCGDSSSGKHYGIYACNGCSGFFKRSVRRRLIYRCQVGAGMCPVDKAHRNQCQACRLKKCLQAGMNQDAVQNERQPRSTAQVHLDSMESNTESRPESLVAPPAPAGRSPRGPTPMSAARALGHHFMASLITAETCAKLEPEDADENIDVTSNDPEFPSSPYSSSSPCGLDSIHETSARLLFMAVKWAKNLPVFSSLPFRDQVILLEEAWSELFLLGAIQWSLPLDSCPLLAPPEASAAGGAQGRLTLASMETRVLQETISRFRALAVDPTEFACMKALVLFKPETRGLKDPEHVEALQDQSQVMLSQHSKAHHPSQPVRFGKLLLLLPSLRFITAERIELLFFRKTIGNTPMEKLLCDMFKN
HIF-2a inh = HIF-2a reporter inhibitors, primary screen, luminescence, 786-0 RCC cells | 786-0 RCC cells HIF-2a reporter, luciferase luminescence, overnight | inhibition, % at 18.8 µM | actives 0.72% (n = 360,000);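 active = inhibition of the luminescence signal of 40% or more relative to plate controls, in a single-dose primary screen at 18.75 µM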
NR2E3 ag-2 = inhibitors of NR2E3-RetCOR corepressor binding, primary screen, NR2E3 agonist project, biochemical, TR-FRET, GST-NR2E3, biotin-RetCOR. Photoreceptor-specific nuclear receptor (Homo sapiens), Q9Y5X4. 1536-well. inhibition of corepressor binding, % at 4.78 µM. actives 0.12% (n = 320,000). AID 2300, 2010;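 active = percent inhibition above the cutoff of mean plus 3 SD of all tested compounds, set per screening campaign, cut at about 20% in these data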;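 note: 0% = DMSO wells and 100% = biotin wells as full block of FRET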
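Material: NR2E3–RetCOR corepressor complex / Amount: 1.35 nM GST-NR2E3 / Medium: Tris pH 7.5 / Compound: single nominal compound dose of 4.8 µM / Incubation: 5 h at 4 °C / Technique: TR-FRET, Eu(K)-anti-GST donor, streptavidin-D2 acceptor, ex 340, em 617/671 nm / Read-out basis: percent loss of FRET ratio relative to control wells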
hiPSC survival = enhancers of single-cell hiPSC survival, primary screen, ATPlite luminescence. 100% = ROCK inhibitor wells, 0% = DMSO. survival enhancement, % at 20 µM. actives 0.044% (n = 360,000); in the data active = survival enhancement above about 18%;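 note: cells exposed to compounds for 16 hours before the ATP read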
MITF TRPM1 inh = inhibitors of MITF-dependent TRPM1 promoter reporter, primary screen, cell-based, SK-MEL-5, single point, luciferase; actives 0.83% (n = 330,000); SK-MEL-5 TRPM1 promoter luciferase, 24 h; inhibition, % at 12.5 µM;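 active = mean inhibition across replicates of 60% or more, whatever share of single replicates reaches that level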; note: values of inactives mirror those of a sister screen read the other way
TWEAK Fn14 block = inhibitors of TWEAK-Fn14 signaling, primary screen, luciferase reporter cells, uHTS; actives 2% (n = 360,000); AID 1159606, 2016; TWEAK-stimulated Fn14 reporter cells, luciferase luminescence, 8 h; inhibition, % at 10 µM; in the data active = inhibition above about 50%
aDG glyco up = activators of alpha-DG glycosylation, primary screen, uHTS, Pro5-aDG cells, AlphaScreen | alpha-DG glycosylation AlphaScreen (IIH6); 0% Pro5, 100% B10-LARGE cell signal | activation, % at 10 µM | actives 0.22% (n = 360,000) | AID 624168, 2012;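 active = activation of at least 8% versus controls, or a plate z-score of at least 8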;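 note: Pro5 are CHO cells carrying HIG-tagged alpha-DG that lacks glycosylation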
Starred values were filed as active, the others as inactive; . = no result given.

SMILES	Shn3 3UTR inh	Peg3 prom inh	KKLEB tox	CF NFkB block	NR2E3 ag-1	HIF-2a inh	NR2E3 ag-2	hiPSC survival	MITF TRPM1 inh	TWEAK Fn14 block	aDG glyco up
CC(=O)Nc1ccc(S(=O)(=O)NC(C)C(=O)NCC(c2ccco2)N(C)C)cc1 (stereo not drawn)	-6	5	-5	0	-31	1	.	2.6	-3	5	-0.3
Fc1ccc(OCCCCCCN2CCCC2)cc1	19	5	-5	-4	-11	-14	1	-0.1	2	9	0.0
CCC(C)c1ccc(NC(=O)COC(=O)C2=COCCO2)cc1 (stereo not drawn)	-22	-58	-6	11	-15	-102	-3	-0.5	-18	-18	-0.1
O=C(CN1C(=O)NC2(CCCC2)C1=O)Nc1cc(S(=O)(=O)N2CCOCC2)ccc1OCC(F)(F)F	-5	17	2	20	1	4	-2	0.0	2	-12	-0.2
Cc1ccc(N2CC(NC(=O)C(=O)c3c[nH]c4ccccc34)CC2=O)cc1C (stereo not drawn)	9	7	20	-15	-48	26	-1	-0.3	5	9	0.1
CC(C)(C)NC(=O)CSc1nnc(SCC(=O)NC(C)(C)C)s1	5	7	12	-14	-8	12	1	-0.3	-5	5	-0.4
CCOc1ccc2nc(S(=O)(=O)NC(=O)C3(C)CCN3C(=O)c3cc(C)n(C)n3)sc2c1 (stereo not drawn)	-16	-9	-9	1	-16	-37	.	0.5	.	0	0.2
Cc1ccc(-c2nnc(OCc3cccnc3)c3ccccc23)cc1	-1	-8	-11	-17	-20	-9	-1	0.5	4	-5	0.0
COc1ccc(N2CCN(C(=O)COC(=O)c3ccccc3OCc3ccc(F)cc3)CC2)cc1	-2	1	-4	-12	21	4	1	-0.3	2	-15	0.0
COc1ccc(Cl)cc1N1C(=N)SCC1=O	-9	12	6	10	-5	16	1	-2.8	-18	17	0.5
COc1ccc(CN(C)CCCn2cnc3c(OCc4ccccc4)ncnc32)cc1	77	-19	-4	4	16	-22	.	2.4	-6	1	-0.1
COc1ccc(CNC(=O)Nc2ccc(C)c(C)c2)cc1	-13	-34	9	-19	-18	-69	2	1.2	-1	-3	0.6
O=C(CCS(=O)(=O)c1ccc(Br)s1)Nc1ccccc1Br	1	-11	-1	3	-9	12	9	-0.1	-5	10	0.1
Oc1cccc(Nc2nc(N3CCOCC3)nc(N3CCOCC3)n2)c1	25	7	-27	38	10	49*	.	-0.6	-7	-11	-0.1
NC(=O)c1cc(Sc2ccccc2)nc2ccccc12	14	19	-12	35	-22	-2	.	0.1	-18	45	-0.1
Nc1nc2n(n1)C(c1cccs1)CC(c1ccc(Br)cc1)N2 (stereo not drawn)	-19	-12	-6	-86	-9	-81	1	-1.5	-5	34	0.0
O=C(CSc1nc2nc(-c3cccs3)cc(C(F)(F)F)c2c(=O)[nH]1)Nc1ccc(F)c(F)c1	-3	46	-12	26	-13	21	10	2.6	15	70*	-0.2
CCc1nc(N2CCN(C(=O)c3ccco3)CC2)c(C#N)c2c1COC(C)(C)C2	18	-6	-5	7	8	9	0	0.4	-8	-7	-0.1
O=C(CSc1ncn[nH]1)NCCc1ccccc1	-5	-2	6	-17	3	8	0	-0.9	5	14	0.3
COc1ccc(NC(=O)C2CCN(c3ncnc4c3nc3n4CCCCC3)CC2)cc1Cl	29	23	-26	33	-4	16	-1	-0.2	32	5	0.9
O=C(CNS(=O)(=O)c1ccccc1)OCC(=O)c1ccc([N+](=O)[O-])cc1	-4	7	12	-2	28	8	0	0.0	-1	-19	0.5
O=C1C(c2ccccc2)C2C=CC(C2)N1O (stereo not drawn)	-24	3	3	-1	0	10	.	-1.1	4	6	1.1
COc1ccc(NC(=O)[C@H](Cc2c[nH]c3ccccc23)NC(=O)[C@@H]2Cc3ccccc3CN2)cc1	-19	-6	-6	3	7	-69	3	-1.1	.	-54	-0.1
COCCCN(C(=O)CSCC(=O)Nc1ccc(C)cc1)c1c(N)n(Cc2ccccc2)c(=O)[nH]c1=O	-10	8	-5	-1	-2	1	.	-0.4	-2	-4	-0.1
Cc1c(Cl)cccc1-n1cnc(=O)c2ccccc21	5	9	-2	-1	-27	25	3	0.6	-1	7	0.0
CCn1nc(C(=O)Nc2cccc3ccccc23)c(Cl)c1Cl	8	-12	-10	5	-39	-20	-1	-2.3	20	-3	0.0
O=S(=O)(NCC1CCCO1)c1ccc(S(=O)(=O)N(Cc2ccccc2F)C2CCCCC2)cc1 (stereo not drawn)	6	6	8	15	-11	8	2	-1.0	1	6	4.1
CCN(CC(=O)NCc1ccc(Cl)cc1)C(=O)CN1C(=O)NC(C)(c2ccccc2)C1=O (stereo not drawn)	2	8	10	11	-8	4	-1	-0.4	6	-4	-0.1
CCOC(=O)c1sc(C)c2c(=O)n(CCCN3CCOCC3)cnc12	-4	14	10	-3	3	6	4	10	8	8	0.0
COc1ccc(S(=O)(=O)N(C)C[C@H]2Oc3ccc(NS(=O)(=O)c4cccs4)cc3CC(=O)N([C@H](C)CO)C[C@H]2C)cc1	-2	-7	-6	-14	-6	11	.	-0.2	-4	-39	4.1
CN(CCOc1ccc(Cl)cc1)C(=O)C1CCN(C(=O)c2ccc(Cl)cc2)CC1	32	14	9	2	-11	9	0	-0.5	4	8	0.3
NC(=O)CSc1nnc(SCc2ccc(F)cc2)s1	59	-8	7	-4	-8	-27	3	1.1	3	-7	-0.3
CCN(CC)S(=O)(=O)c1ccc2c(c1)nc(CCC(=O)O)n2C	-43	-1	21	-7	-32	14	-1	-0.1	11	-4	0.3
Cc1cc(NC(=O)COC(=O)c2oc3c(ccc4ccccc43)c2C)no1	9	16	-8	-20	27	-7	-2	-1.7	1	-21	0.1
COc1ccccc1N1CCN(C(=O)c2sc3nc4n(c(=O)c3c2C)CCC4)CC1	-16	-5	-2	-6	-21	1	3	-0.2	-6	-19	-0.4
CC(=O)N1CCN(CC(=O)Nc2ccc3c(c2)CCC3)CC1	2	-9	-7	7	-27	11	0	0.7	-21	3	1.1
CCCNC(=O)c1onc(CSc2ccc(Cl)cc2)c1C(=O)NC(C)C	-16	11	2	12	12	18	-1	1.2	-15	-1	-0.1
CC(C)C[C@@H]1COc2cccc(N3CCC[C@@H]3CO)c2S(=O)(=O)N1	.	.	.	.	5	-1	.	-1.0	.	10	-0.1
Cc1cc2ccccc2n1CCC(=O)O	-13	2	13	0	-12	15	2	0.5	-16	-5	-0.1
CCn1c(SCC(=O)c2ccc(OC)cc2)nnc1C1CC1	-21	-36	-4	1	-17	-88	-2	-0.7	-14	5	-0.1
Nc1nnnn1CC(=O)N/N=C/C=C/c1ccccc1	6	-7	12	-10	-29	4	-1	-0.4	-33	6	0.3
COc1ccc(S(=O)(=O)NCC(c2cccs2)N2CCc3ccccc3C2)cc1 (stereo not drawn)	6	3	-5	6	2	-26	-4	-0.5	-6	9	-0.2
CCn1c(CSc2nc(C)cc(C)n2)nnc1SCC(=O)N1CCCc2ccccc21	-2	11	16	-62	-32	10	5	-0.7	-5	3	0.1
Cn1c(=O)c2c(nc(-c3ccccc3)n2C)n(Cc2ccccc2)c1=O	10	3	-6	10	-19	10	3	0.8	-2	-19	0.6
CC(C)(C)c1ccc(-c2noc(CCC(=O)Nc3cccnc3)n2)cc1	36	-202	-6	-11	84*	92*	6	-0.4	79*	36	-0.1
COc1ccc(NC(=O)CCNC(=O)Cn2ccc3ccccc3c2=O)c(OC)c1	17	7	-9	11	-19	16	1	-0.8	14	9	-0.1
Cc1nnc(SCC(=O)Nc2cc(C(C)(C)C)nn2-c2ccccc2)s1	3	6	12	-22	-12	21	0	0.2	-6	-15	0.0
Cc1ccc(S(=O)(=O)N(CCCO)Cc2cc3c(C)ccc(C)c3[nH]c2=O)cc1	0	15	-13	3	8	12	0	0.6	0	-2	-0.1
O=C(Nc1ccccc1-c1ccccc1)C(c1ccccc1)c1ccccc1	17	-11	16	0	-13	11	-4	0.1	1	1	1.1
COc1cc(/C=N/NC(=O)c2ccc(CN(C)S(=O)(=O)c3ccc(C)cc3)cc2)ccc1O	-16	23	7	12	-8	18	1	0.2	1	9	-0.5

Screening results (PubChem)
